Source: PubChem BioAssay
BoNT-A LC inh2 = BoNT/A light chain protease inhibitors, primary screen, biochemical, flow cytometry, MLPCN library. multiplex microsphere protease substrate cleavage. inhibition, % at 10 µM. 0.17% of 360,000 active; also: plate controls were buffer without enzyme for full effect and enzyme alone for no effect
Anthrax LF prot = Bacillus anthracis LF protease inhibitors, primary screen, biochemical, multiplex microsphere, MLPCN library | inhibition, % at 10 µM | Lethal factor (Bacillus anthracis), P15917 | 0.12% of 360,000 active | multiplex microsphere protease cleavage assay | AID 588501, 2011; also: plate controls were buffer without enzyme for full effect and enzyme alone for no effect
PfHsp40 yeast = rescue of yeast from PfHsp40 toxicity, primary screen, S. cerevisiae, ATP luminescence; S. cerevisiae expressing PfHsp40, growth rescue; 0.68% of 340,000 active; growth rescue, % at 12.5 µM; in the data active = growth rescue above about 28%, passing the limit was not always enough; inconclusive = no clear call, values can overlap the other calls;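 also: yeast W303a lacking pdr1 and pdr3 grown in galactose medium; growth measured after three days at 30 °C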
SSB-PriA inh = inhibitors of Klebsiella pneumoniae PriA binding to SSB C-terminal tail, primary screen, biochemical, AlphaScreen; AID 1272365, 2023; PriA–SSB C-terminal tail interaction (Klebsiella pneumoniae); AlphaScreen SSBct-PriA binding, biotinylated peptide; 0.6% of 430,000 active; inhibition, % at 33 µM; in the data active = inhibition mostly above about 37%, no sharp cut-off; inactive = mostly below about 20%;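 also: plate controls were negative control peptide for no effect and reference peptide for full effect; strong numbers were not always called active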
PrPC TRFRET = inhibitors of human cell surface prion protein PrPC, primary screen, cell-based, TR-FRET. Major prion protein (Homo sapiens), P04156. TR-FRET read-out. inhibition, % at 13.8 µM. 0.43% of 370,000 active. AID 720596, 2013; in the data active = inhibition above about 24%; also: 0% = median of the test wells and 100% = reference compound wells
3CLpro inhibitor = SARS-CoV 3CLpro protease inhibitors, primary screen, biochemical, quenched FRET; Replicase polyprotein 1ab (Severe acute respiratory syndrome coronavirus), P0C6X7; recombinant SARS-CoV 3CLpro, quenched FRET peptide cleavage; inhibition, % at 6 µM; 0.14% of 290,000 active; AID 1706, 2009; in the data active = inhibition above about 12%
TcdB inh = TcdB glycohydrolase inhibitors, primary screen, biochemical, single point, plate reader. Toxin B (Clostridioides difficile), P18177. TcdB glycohydrolase enzymatic assay. inhibition, % at 9.99 µM. 0.24% of 350,000 active. AID 652162, 2013; in the data active = inhibition above about 10%
Target sequence (P18177 whole entry, looked up): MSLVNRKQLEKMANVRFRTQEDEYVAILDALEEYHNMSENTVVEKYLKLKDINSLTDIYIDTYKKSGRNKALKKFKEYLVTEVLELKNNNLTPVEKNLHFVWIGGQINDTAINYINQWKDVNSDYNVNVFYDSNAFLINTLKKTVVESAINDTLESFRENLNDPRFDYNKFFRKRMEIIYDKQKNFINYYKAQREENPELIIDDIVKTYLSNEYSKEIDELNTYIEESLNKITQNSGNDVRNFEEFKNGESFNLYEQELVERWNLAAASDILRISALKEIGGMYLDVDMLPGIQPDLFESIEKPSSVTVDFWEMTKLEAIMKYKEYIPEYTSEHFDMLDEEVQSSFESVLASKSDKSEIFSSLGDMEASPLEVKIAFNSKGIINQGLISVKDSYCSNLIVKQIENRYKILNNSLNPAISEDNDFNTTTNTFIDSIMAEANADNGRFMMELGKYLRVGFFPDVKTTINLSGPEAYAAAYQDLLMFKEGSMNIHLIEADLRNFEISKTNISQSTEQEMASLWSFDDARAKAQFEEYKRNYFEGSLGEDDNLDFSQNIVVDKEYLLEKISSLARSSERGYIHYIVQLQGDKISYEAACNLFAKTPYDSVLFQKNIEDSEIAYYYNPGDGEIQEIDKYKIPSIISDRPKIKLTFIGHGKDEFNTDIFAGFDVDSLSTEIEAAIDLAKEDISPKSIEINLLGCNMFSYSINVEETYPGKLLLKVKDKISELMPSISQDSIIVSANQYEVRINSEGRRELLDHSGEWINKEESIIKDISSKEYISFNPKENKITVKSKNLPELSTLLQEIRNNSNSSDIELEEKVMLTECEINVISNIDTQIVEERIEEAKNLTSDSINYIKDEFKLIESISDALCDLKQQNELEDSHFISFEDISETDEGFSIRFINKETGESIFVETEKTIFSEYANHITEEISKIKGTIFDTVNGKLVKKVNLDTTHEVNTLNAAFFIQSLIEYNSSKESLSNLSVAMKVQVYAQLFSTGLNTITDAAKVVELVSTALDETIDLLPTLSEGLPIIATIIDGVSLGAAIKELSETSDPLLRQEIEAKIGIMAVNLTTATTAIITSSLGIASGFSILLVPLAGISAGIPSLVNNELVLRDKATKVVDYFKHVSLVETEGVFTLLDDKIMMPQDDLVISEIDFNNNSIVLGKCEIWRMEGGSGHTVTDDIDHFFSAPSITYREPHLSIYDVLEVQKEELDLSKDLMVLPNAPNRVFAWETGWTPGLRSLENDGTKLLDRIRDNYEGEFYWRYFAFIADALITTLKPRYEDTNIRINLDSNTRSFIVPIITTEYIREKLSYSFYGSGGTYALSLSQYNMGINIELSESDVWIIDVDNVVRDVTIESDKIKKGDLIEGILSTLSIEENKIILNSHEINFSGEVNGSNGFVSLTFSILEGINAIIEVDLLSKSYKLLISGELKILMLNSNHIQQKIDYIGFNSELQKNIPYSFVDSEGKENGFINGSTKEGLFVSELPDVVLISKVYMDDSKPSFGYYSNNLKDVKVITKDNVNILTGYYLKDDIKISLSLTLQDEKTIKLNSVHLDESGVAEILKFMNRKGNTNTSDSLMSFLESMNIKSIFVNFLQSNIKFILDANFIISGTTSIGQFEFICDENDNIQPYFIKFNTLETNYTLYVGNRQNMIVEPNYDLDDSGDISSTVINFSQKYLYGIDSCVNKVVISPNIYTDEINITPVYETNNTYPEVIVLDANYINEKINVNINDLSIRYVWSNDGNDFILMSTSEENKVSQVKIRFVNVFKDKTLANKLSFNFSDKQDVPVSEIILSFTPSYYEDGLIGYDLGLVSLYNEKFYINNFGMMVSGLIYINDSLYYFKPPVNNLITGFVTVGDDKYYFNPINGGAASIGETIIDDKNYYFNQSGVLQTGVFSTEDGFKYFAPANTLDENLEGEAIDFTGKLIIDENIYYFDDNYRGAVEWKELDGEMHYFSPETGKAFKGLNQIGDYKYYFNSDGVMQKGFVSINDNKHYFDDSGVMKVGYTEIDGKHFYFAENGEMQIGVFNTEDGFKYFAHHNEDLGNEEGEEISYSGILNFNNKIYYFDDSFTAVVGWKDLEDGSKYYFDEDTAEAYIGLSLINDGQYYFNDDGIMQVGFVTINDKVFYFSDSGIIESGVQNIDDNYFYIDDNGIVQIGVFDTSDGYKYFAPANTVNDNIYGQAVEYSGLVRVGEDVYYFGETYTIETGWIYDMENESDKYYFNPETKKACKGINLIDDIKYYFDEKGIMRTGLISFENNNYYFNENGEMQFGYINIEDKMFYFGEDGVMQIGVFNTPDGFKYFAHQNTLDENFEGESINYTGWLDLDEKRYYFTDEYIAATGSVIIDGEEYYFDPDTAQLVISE
BH1578 lux ind = inducers of Vibrio cholerae quorum light production without autoinducers, primary screen, BH1578 luxS cqsA deficient, single point; V. cholerae BH1578 lux reporter, luminescence, 6 h; 0.16% of 350,000 active; activation, % at 18.7 µM; in the data active = activation mostly above about 9.7%, no sharp cut-off; inconclusive = no clear call, values can overlap the other calls; inactive = mostly below about 3.7%; also: not every result past the cut was called active; inactives centre near 0; reference of the scale not given here
Yp Topo-I inh = Yersinia pestis topoisomerase I inhibitors, primary screen, biochemical, cleavage product accumulation, plate reader, single point; 0.064% of 360,000 active; Y. pestis Topo-I cleavage product accumulation; activity, % at 10 µM; DNA topoisomerase I (Yersinia pestis CO92); AID 504884, 2011; in the data active = activity above about 50%, passing the limit was not always enough; inconclusive = no clear call, values can overlap the other calls; also: inactives centre near 2
Numbers without * were called inactive; i = inactive; u = inconclusive; x = not tested or not shown; & = joins results of further samples. Rule as the data show it, unless noted: active = inhibition above about 30%; inconclusive = no clear call, values can overlap the other calls; inactive = below that.

SMILES	BoNT-A LC inh2	Anthrax LF prot	PfHsp40 yeast	SSB-PriA inh	PrPC TRFRET	3CLpro inhibitor	TcdB inh	BH1578 lux ind	Yp Topo-I inh
COc1ccc(F)cc1S(=O)(=O)N1CCCCC1	-0.3	-2	0.7	-5	-3	-4	1.6	-3.6	7
COc1ccc(C(O)c2nc(-c3ccc(OC)nc3)cs2)cc1 (stereo unspecified)	-0.2	0	x	x	-2	x	-0.4	i	5
CCC(=O)N1CCN(c2ccc(NC(=S)NC(=O)C(C)C)cc2)CC1	-0.1	-6	-0.6	-2	-2	2	0.1	-0.2	2
COCCN(C(=O)CC1OC(=O)c2ccccc21)c1c(N)n(Cc2ccccc2)c(=O)[nH]c1=O (stereo unspecified)	0.3	3	-1.2	-1	-3	x	1.1	-0.3	-4
CCOc1ccc(OCc2ccc(C(=O)Nc3cccnc3)cc2)cc1	-1.9	-3	3.0	-6	14	x	-3.8	-0.2	3
O=C(CCNS(=O)(=O)c1ccccc1F)NC1CCCCCC1	0.7	-2	-1.5	-5	0	x	2.4	-3.1	3
CSc1ncccc1C(=O)Nc1nccs1	-0.2	3	0.4	-2	2	3	4.2	i	3
C[C@H](CO)N1C[C@H](C)[C@@H](CN(C)C(=O)NC2CCCCC2)Oc2c(NS(=O)(=O)c3ccc(F)cc3)cccc2C1=O	-0.8	-5	1.6	2	-5	x	1.6	i	11
Cc1ccc(N/N=C/C=C/c2ccco2)cc1	-0.2	-10	5.5	x	16	x	0.7	-0.3	-20
CCOC(=O)N1CCN(C(=O)C2CCN(Cc3nc(-c4ccccc4C)oc3C)CC2)CC1	-0.2	2	15	-13	-11	1	0.8	-0.4	7
COc1ccc(-c2nc(-c3ccncc3)no2)cc1	-0.9	7	0.0	-11	-1	-2	1.4	-0.8	4
Cc1ccc(N(CC(=O)NC2CCCC2)C(=O)CCC(=O)Nc2nccs2)c(C)c1	1.1	2	0.9	-9	5	1	-0.5	-0.2	19
CCS(=O)(=O)N1CCN(c2ccccc2F)CC1	0.9	-1	-0.2	-3	-4	-2	x	i	2
Cc1ccc(N/C(N)=N/c2nc(C(F)(F)F)cc(C(F)(F)F)n2)cc1	0.3	-3	1.6	x	-7	-3	0.6	-0.9	8
CC1=C(C/C(C)=C/c2ccccc2)/C(=C/CO)[C@@H]2OC(=O)O[C@]2(C)C12CC2	-0.6	0	5.7	-16	3	x	-8.3	-1.4	38
CCOC(=O)[C@]12CCCC=C1N(Cc1ccc3c(c1)OCO3)C(=O)[C@H](CC(=O)NCCC(C)C)C2	0.1	-6	x	x	-3	x	1.6	x	x
CN(Cc1n[nH]c(=S)n1C)S(=O)(=O)c1ccccc1	-1.4	-5	1.0	1	-1	-1	1.8	-10	1
CN(C)/C=C/C(=O)c1cccc(C(F)(F)F)c1	-1.6	-4	2.1	10	2	2	0.5	i	-11
CCOc1ccc(C(C)=O)cc1CN1C(=O)NC(C)(C2CC2)C1=O (stereo unspecified)	1.0	0	-0.7	-11	-3	3	0.9	-0.2	-4
CCOc1cc(NC(=S)Nc2cccc(OC)c2)c(OCC)cc1NC(=O)c1ccc(C)cc1	0.1	2	0.9	26	-3	-1	x	-0.3	-4

Reformatted with values under each structure: part of the list above
The line under a structure holds: BoNT-A LC inh2	Anthrax LF prot	PfHsp40 yeast	SSB-PriA inh	PrPC TRFRET	3CLpro inhibitor	TcdB inh	BH1578 lux ind	Yp Topo-I inh
- CCOc1cc(NC(=S)Nc2cccc(OC)c2)c(OCC)cc1NC(=O)c1ccc(C)cc1
  0.1	2	0.9	26	-3	-1	x	-0.3	-4
- CCOc1ccc(C(C)=O)cc1CN1C(=O)NC(C)(C2CC2)C1=O (stereo unspecified)
  1.0	0	-0.7	-11	-3	3	0.9	-0.2	-4
- COc1ccc(-c2nc(-c3ccncc3)no2)cc1
  -0.9	7	0.0	-11	-1	-2	1.4	-0.8	4

Remaining list, next part.
SMILES	BoNT-A LC inh2	Anthrax LF prot	PfHsp40 yeast	SSB-PriA inh	PrPC TRFRET	3CLpro inhibitor	TcdB inh	BH1578 lux ind	Yp Topo-I inh
CN1CCOc2ccc(S(=O)(=O)NCCc3ccc(Cl)cc3)cc21	-3.1	-1	0.8	9	2	-1	1.2	i	25
O=[N+]([O-])c1cccnc1SCc1c(F)cccc1Cl	-7.2	u	-0.8	18	-17	3	-1.5	0.2	-5
O=C(NC1CCCCC1)N1CCN(Cc2nc3ccccc3c(=O)[nH]2)CC1	-0.5	-1	-0.8	-1	-3	0	x	i	5
O=C(CN(c1ccccc1Cl)S(=O)(=O)c1ccccc1)NCc1ccccc1	-1.3	1	0.9	-13	5	0	-4.5	-1.4	21
O=C(Nc1ccc(Cl)cc1F)c1cc(S(=O)(=O)N2CCCCC2)ccc1F	-0.1	-3	-1.0	-1	8	-3	x	-0.4	1
CSCCC(NS(=O)(=O)c1ccccc1F)C(=O)OCc1ccccc1Cl (stereo unspecified)	-0.8	3	-1.1	-9	-6	1	x	-0.4	-3
Cc1ccc([C@H]2C(C(=O)O)=CC[C@@H](c3ccc(Cl)cc3)N2S(=O)(=O)c2ccc(C)cc2)cc1	-0.5	-1	46*	8	-1	x	0.2	i	8
CCOc1cc(/C=N/NC(=O)CSc2nncn2C)ccc1OC(=O)c1ccc(Cl)cc1	-0.1	0	-0.8	x	-6	-4	1.4	-0.5	12
N#Cc1cccc(C#N)c1Oc1ccc(S(=O)(=O)Nc2ccc(Cl)cc2)cc1	-0.5	1	-1.1	-3	10	7	0.9	-0.4	-9
CCOc1cccc(OCCOCCN(C)Cc2ccccc2)c1	-1.1	-5	0.5	-7	0	-1	x	i	3
COc1cc2cc(CCCO)oc(=O)c2cc1OC	-0.2	12	-1.0	-8	3	x	1.6	-0.8	4
Nc1nc(Cl)cc(Nc2ccccc2Cl)n1	-1.2	3	-1.1	-10	13	-1	0.3	-0.5	4
CC(=O)NC1C(=O)N(Cc2ccccc2)c2ccc(Br)cc21 (stereo unspecified)	0.2	-10	-0.8	5	-9	0	1.5	-0.5	16
CCc1ccc(OC(=O)/C=C/c2ccco2)cc1	-2.4	-10	-1.0	-62	7	1	-0.6	i	5
O=C1CN(O)C(c2ccccc2)=c2cc(Cl)ccc2=N1	-0.4	0	0.5	-2	2	-2	1.7	i	1
O=C(CSc1nc2ccccc2n1Cc1ccccc1Cl)N/N=C/c1ccccc1C(=O)O	-0.8	-6	2.0	i	-1	-2	1.5	-0.5	5
COc1ccc(-c2nc(N)n(S(=O)(=O)c3ccc(C)cc3)n2)cc1	-1.1	1	1.1	-7	13	1	0.4	-0.3	-5
O=C(NCc1ccccc1)C1(C(F)(F)F)C/C(=C/CCO)CCCO1 (stereo unspecified)	0.0	-4	-1.2	-10	8	x	2.8	-0.1	5
CCCCNC(=O)CCCN1C(=O)c2cccnc2Sc2ccccc21	-7.8	-5	-0.6	18	-1	3	1.7	i	-3
Cc1nc(NCc2cccnc2)c2c3c(sc2n1)CCCC3	-1.8	-4	-2.1	-7	6	1	1.6	i	17
COc1ccc(NC(=O)CN(C)C(=O)C2CC(=O)N(Cc3ccc(C)cc3)C2)cc1 (stereo unspecified)	1.5	-3	x	6	-3	x	-0.2	i	-12
CCN(CC)CCCNC(=O)C1c2ccccc2Oc2ccccc21	1.2	3	u	5	-10	-2	x	i	0
Cc1ccc(C)c(NC(=O)C(=O)NCCc2c[nH]c3ccccc23)c1	-0.3	-6	4.2	-4	6	1	0.5	-0.2	3
Cc1c(NC2=C(Cl)C(=O)N(c3ccccc3Cl)C2=O)c(=O)n(-c2ccccc2)n1C	1.2	0	1.3	4	7	-1	x	-0.2	10
COc1ccccc1OCCNC(=O)C(c1ccccc1)c1ccccc1	-1.5	-11	0.5	2	1	5	1.6	-0.8	30
O=C(Cn1cnc2ccccc2c1=O)Nc1ccc(S(=O)(=O)N2CCCC2)cc1	-1.1	-7	0.3	-8	-6	-1	-2.0	-0.7	-6
O=C(NNC1=NCCC1)c1cccc(Br)c1	-0.2	-1	0.0	-6	-4	1	x	i	-1
Clc1ccccc1OCCN1CCC(Cc2ccccc2)CC1	-0.3	-2	-0.7	-5	1	-5	1.9	-0.2	17
COC(=O)C1=NNC2(c3ccc(C)cc3)C(=O)N(c3ccc(C)cc3)C(=O)C12 (stereo unspecified)	0.2	-2	0.9	-1	-2	3	1.3	1.3	10
c1ccc(Cn2c(Sc3nnnn3-c3ccccc3)nnc2-c2ccccc2)cc1	0.1	4	1.1	-8	-8	4	x	i	-5
C=CCn1c(NCc2c[nH]c3ccccc23)nc2ccccc21	0.0	-6	-1.0	-3	-6	-4	x	-0.1	-6
Cc1cccc(C(=O)NCCc2ccc(S(N)(=O)=O)cc2)c1[N+](=O)[O-]	-0.4	2	-2.0	-4	0	3	x	-0.3	2
CCC(C)(C)NC(=O)CN(Cc1ccc2c(c1)OCO2)C(=O)CCC(=O)Nc1cc(C)ccn1	1.1	0	-0.4	-14	8	-1	-0.2	-0.8	17
CCc1ccc(-c2cc(C)no2)cc1S(=O)(=O)NCCCN1CCN(c2ccccc2)CC1	-1.6	-5	-0.1	20	2	3	-0.2	6.7	12
Cc1ccc(NC(=O)CN2C(=O)N/C(=C/c3ccco3)C2=O)cc1	-1.0	0	-0.5	-10	-7	3	x	i	-5
CCn1c2c(c3cc(Br)ccc31)CCC/C2=N\O	-19	-5	1.3	x	15	6	x	0.6	-3
O=C1OC(CN(Cc2ccccc2)Cc2ccccc2)CN1N=Cc1ccc([N+](=O)[O-])o1 (stereo unspecified)	0.0	-4	-2.0	14	1	x	-7.2	i	-7
COc1ccccc1/C(O)=C(\C#N)c1nc2ccccc2[nH]1	0.1	-9	1.4	4	4	5	2.1	i	4
CN1CCN(Cc2c(C#N)c3ccccc3n2C)CC1	u	-1	0.0	-4	-4	-7	x	i	1
CCc1cc(=O)oc2c(C)c(OCC(=O)NCCCN3CCOCC3)ccc12	-2.5	-2	-2.0	-6	1	-2	0.1	-0.3	0
S=C1NCCNC(=S)NCCOCCOCCOCCN1	-0.6	-6	0.7	-13	-3	6	-0.1	-0.3	-5
Cc1ccc(C)c(C(=O)CN2C(=O)c3ccccc3S2(=O)=O)c1	0.9	-2	-1.5	0	-3	2	x	i	3
CCCCn1c(N)c(N(CC)C(=O)c2ccc([N+](=O)[O-])c(C)c2)c(=O)[nH]c1=O	0.4	-1	-0.6	8	1	-3	0.2	-0.5	-3
Cc1ccc(NC(=O)CSc2nnc3ccc(-c4ccncc4)nn23)cc1	0.0	1	0.3	-8&-5	-4	x	0.0	i	-3
Cc1ccc(S(=O)(=O)NCC2CCC(C(=O)N3CCN(C)CC3)CC2)cc1 (stereo unspecified)	0.5	-2	-0.1	-8	3	3	0.6	-0.3	-1
COCCNC(=O)C1Cc2c(ccc3ccccc23)O1 (stereo unspecified)	-0.8	-4	-0.4	-4	-13	-1	0.7	-0.6	6
O=C(NCCCn1ccnc1)/C(=C\c1cccnc1)NC(=O)c1ccccc1Br	0.9	-1	-1.2	-11	-7	4	x	0.2	5
CCOC(=O)C1C(c2cccc([N+](=O)[O-])c2)C2C(=O)NN=C2CC1(C)O (stereo unspecified)	-0.3	2	-0.3	-2	-2	4	-2.0	-0.5	1
CC(=O)c1ccccc1NC(=O)COC(=O)Cc1cccc(C(F)(F)F)c1	-0.5	6	1.4	5	-3	x	-0.7	i	9
CCC1CCCCN1CCN1C(=O)C2C(C(=O)Nc3ccc(OC)cc3)C3C=CC2(O3)C1C(=O)NC1CCCCC1 (stereo unspecified)	-0.4	-2	-1.7	-6	-5	2	0.5	-0.3	5
O=C(Cc1ccccc1)Nc1ccc2oc(=O)ccc2c1	-0.5	-3	0.0	2	-4	0	0.3	i	-2

The list is partial; count on the stated rates, not on these rows.
